SRC1 inh = inhibits human SRC1 coactivator. Q15788. HEK293 GAL4-SRC1 luciferase reporter, luminescence. inhibition, % at 3.6 µM. actives 0.12% (n = 360,000). AID 588354;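 active = inhibition above the campaign mean plus 3 SD, with each screening campaign given its own cutoff, cut at about 60% in these data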;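 also: 0% = DMSO treated cells and 100% = gossypol at 36 µM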
EBV LMP1 NFkB = Epstein-Barr LMP1 NF-kappaB reporter inhibition; LMP1-induced NF-kappaB luciferase reporter cells, luminescence; inhibition, % at 12.5 µM; actives 0.69% (n = 350,000); in the data active = inhibition above about 41%;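 also: 0% = neutral control wells and 100% = reference inhibitor control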
LRH-1 inv ag = suppresses constitutive activity of human LRH-1; O00482; HEK293T StAR-luciferase reporter, LRH-1 transfected, 24 h; inhibition, % at 3.6 µM; actives 0.13% (n = 360,000); AID 602396;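 active = inhibition above the mean inhibition of all tested compounds plus 3 SD, cut at about 73% in these data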;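 also: 0% = DMSO wells and 100% = reporter-only cells lacking LRH-1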
NOD2-RIPK2 inh = NOD2-RIPK2 protein interaction inhibition; O43353; CHO BLA complementation NOD2-RIPK2, CCF4 ratio; inhibition, % at 4.98 µM; actives 0.38% (n = 360,000); AID 624267; in the data active = inhibition above about 21%;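 also: 0% = vehicle only and 100% = reference blocker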
TLR9-MyD88 block = TLR9-MyD88 interaction inhibition; Q9NR96+Q99836; CHO BLA complementation TLR9-MyD88, CCF4 FRET ratio; inhibition, % at 4.98 µM; actives 0.21% (n = 340,000);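 active = inhibition above the mean over all tested compounds plus 3 SD, cut at about 21% in these data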;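 also: 0% = DMSO only wells and 100% = clavulanate BLA inhibitor control wells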
ABHD5-PLIN5 inh = ABHD5-PLIN5 protein interaction inhibition; Split G. princeps luciferase complementation, luminescence, 4 h; inhibition, % at 4 µM; actives 0.78% (n = 360,000); AID 602281;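 active = inhibition above the mean inhibition across every tested compound plus 3 SD, cut at about 22% in these data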;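 also: 0% = DMSO only wells and the 100% control is not disclosed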
Target sequence (Q00G26 whole entry, looked up): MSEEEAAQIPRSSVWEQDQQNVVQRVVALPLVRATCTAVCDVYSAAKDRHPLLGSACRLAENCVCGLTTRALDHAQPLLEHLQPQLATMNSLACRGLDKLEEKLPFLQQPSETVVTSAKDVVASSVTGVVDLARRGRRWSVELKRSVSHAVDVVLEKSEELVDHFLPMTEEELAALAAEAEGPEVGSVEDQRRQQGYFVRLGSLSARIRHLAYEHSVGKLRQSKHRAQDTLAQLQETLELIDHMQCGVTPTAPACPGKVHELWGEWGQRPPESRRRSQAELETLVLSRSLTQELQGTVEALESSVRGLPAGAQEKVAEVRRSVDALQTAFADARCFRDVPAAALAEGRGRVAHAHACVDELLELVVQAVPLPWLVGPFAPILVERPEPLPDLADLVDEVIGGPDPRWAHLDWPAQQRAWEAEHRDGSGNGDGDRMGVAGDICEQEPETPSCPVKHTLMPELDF
Target sequence (Q8WTS1 whole entry, looked up): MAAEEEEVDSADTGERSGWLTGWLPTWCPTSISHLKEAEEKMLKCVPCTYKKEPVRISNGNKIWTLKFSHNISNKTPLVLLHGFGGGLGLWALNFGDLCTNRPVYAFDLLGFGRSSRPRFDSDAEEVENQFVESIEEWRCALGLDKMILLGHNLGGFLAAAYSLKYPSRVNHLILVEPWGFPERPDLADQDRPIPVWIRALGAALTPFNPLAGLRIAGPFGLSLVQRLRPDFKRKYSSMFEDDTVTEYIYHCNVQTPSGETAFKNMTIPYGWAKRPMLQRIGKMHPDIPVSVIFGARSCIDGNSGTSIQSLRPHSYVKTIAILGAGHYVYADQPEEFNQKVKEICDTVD
SRC2 inh = inhibits human steroid receptor coactivator 2; actives 0.17% (n = 370,000); inhibition, % at 9 µM; HEK293 GAL4-SRC2 luciferase reporter, luminescence;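 active = inhibition above the mean inhibition of all tested compounds plus 3 SD, set per campaign, cut at about 52% in these data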;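 also: 0% = DMSO treated cells and 100% = cells given Gossypol at 36 µM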
MC4R barr agon = agonists of human melanocortin 4 receptor (MC4R) beta-arrestin | P32245 | U2OS MC4R beta-arrestin complementation, luminescence; percent of melanotan II response, DMSO zero | activation, % at 8.9 µM | actives 0.98% (n = 360,000);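 active = activation above a per-plate cutoff, the mean activation of sample wells on that plate plus 3 SD, cut at about 8% in these data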
COUP-TFII inh = inhibitors of human COUP-TFII (NR2F2). inhibition, % at 8.6 µM. HEK293T NGFI-A luciferase reporter, luminescence. actives 0.7% (n = 370,000);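 active = inhibition above a per-plate cutoff, mean inhibition of test wells between control levels plus 3 SD, cut at about 38% in these data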;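 also: cells cotransfected with COUP-TFII expression vector driving the NGFI-A reporter; 0% = median of COUP-TF2 test wells and 100% = reporter-only cells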
NCOA3 inh = inhibitors of human steroid receptor coactivator 3 (SRC3). actives 0.17% (n = 360,000). inhibition, % at 3.6 µM. HEK293 GAL4-SRC3 luciferase reporter, luminescence. AID 588352;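 active = inhibition above a per-campaign cutoff, the mean of all compounds plus 3 SD, cut at about 60% in these data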;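 also: 0% = DMSO-treated cells and 100% = gossypol-treated cells at 36 µM; higher means less SRC3-driven luciferase light from the GAL4 reporter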
MC4R antagonist = human MC4R antagonism in cAMP assay; MC4R-expressing cells, MTII-stimulated cAMP, LANCE TR-FRET; inhibition, % at 6.5 µM; actives 0.48% (n = 360,000); AID 540295;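 active = inhibition above its plate's cutoff, the mean of tested wells on that plate plus 3 SD, cut at about 29% in these data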;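 also: 0% = Melanotan II alone and 100% = Melanotan II plus saturating MCL0020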
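Assay system: U2OS cells stably expressing human melanocortin 4 receptor (MC4R) / Dosing: 6.5 µM / Timing: compound 30 min, challenge 1 h, detection 1 h / Measured by: Eu-cAMP/anti-cAMP TR-FRET, emission 671 nm / Replicates: singlicate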
Numbers without * were called inactive; . = no result given.

SMILES	SRC1 inh	EBV LMP1 NFkB	LRH-1 inv ag	NOD2-RIPK2 inh	TLR9-MyD88 block	ABHD5-PLIN5 inh	SRC2 inh	MC4R barr agon	COUP-TFII inh	NCOA3 inh	MC4R antagonist
N/C(=N\OC(=O)CCCOc1ccccc1)c1ccncc1	0	-5	-17	-10	-3	2	6	-0.1	-8	12	9
c1ccc2c(c1)oc1c(NCCCn3ccnc3)ncnc12	-2	1	3	7	-3	-1	-4	-2.2	17	-15	7
COc1cc(C(c2sc3nc(C)nn3c2O)N2CC(C)CC(C)C2)cc(OC)c1OC (stereo not given)	2	-6	8	-6	-1	-1	1	2.7	-6	10	1
C=CCN(C(=O)CSc1nc2[nH]ncc2c(=O)n1-c1ccccc1OC)c1ccccc1	-10	4	-9	-17	-6	-2	17	-0.7	42*	2	11
COc1ccc(/C=N/NC(=O)c2sccc2OCc2ccc(F)cc2)cc1OC	-5	-1	-4	-1	2	-7	1	-1.8	-4	-7	-7
O=Nc1c2cc3ccccc3[nH]c-2c2ccccc12	-74	-34	-66	1	-5	-2	-8	10*	-16	-89	-1
CC(CN1CCN(Cc2ccccc2)CC1)c1ccccc1 (stereo not given)	5	8	2	-8	4	-1	-1	0.3	-15	-20	3
Cc1cnc([N+](=O)[O-])n1CCOC(=O)NC(=O)c1ccc(F)cc1	-6	4	-11	0	10	1	5	-0.7	3	13	3
C=CCNc1nc(Nc2ccc([N+](=O)[O-])cc2)nc(N2CCCC2)n1	-6	5	15	-10	-4	4	-5	-1.8	-4	-3	11
COc1ccc(/C=C/C(=O)NC(=S)N2CCOCC2)cc1	-61	-12	-80	9	3	-14	-99	-0.9	-25	-65	1
COC(=O)c1sc(NC(=O)C(C)c2ccccc2)nc1C (stereo not given)	-18	7	-23	1	-16	4	1	-2.3	-12	-5	16
CN1CCC(OC(=O)c2ccc(Cl)cc2Cl)CC1	-3	-6	5	-2	3	1	6	-1.2	13	8	4
O=C(Nc1ccc(F)c(Cl)c1)C1CCCN(C2=NS(=O)(=O)c3ccccc32)C1 (stereo not given)	-2	4	4	-12	10	-3	8	0.4	-6	10	3
COc1ccccc1NC(=S)NCCN1CCOCC1	5	-4	-3	-7	-10	2	0	-1.2	13	0	6
CCCC(=O)N(CCN1CCOCC1)c1nc2c(C)cccc2s1	-2	-3	1	2	-4	-2	.	-0.4	.	-8	8
CN(C)CCNC(=O)c1nn(C)c2c1CCc1ccccc1-2	1	-3	3	-7	-4	5	-8	0.0	11	-23	2
CN(CC(=O)Nc1ccc(N2CCOCC2)cc1)CC(=O)Nc1ccc(N2CCOCC2)cc1	2	2	46	7	7	3	13	-1.0	-19	24	-1
O=C(COc1ccccc1Cl)Nc1ccc(N2CCN(C(=O)c3ccccc3)CC2)cc1	-32	13	-5	-4	-6	12	16	-1.1	10	12	-2
Cc1occc1C(=O)Nc1cccc(Cl)c1Cl	-23	-4	-47	-7	5	-9	1	-4.4	-4	-1	-3
CCC1(CC)NC(=O)N(CC(=O)Nc2cccc3ccccc23)C1=O	-4	-6	10	-10	11	3	-7	-1.3	-3	18	-1
Cc1ccccc1OC(C)C(=O)Nc1ccc(S(=O)(=O)N2CCCC2)cc1 (stereo not given)	-27	-5	11	2	-2	-3	-33	-2.5	7	-10	10
O=C(CN1CCOCC1)Nc1ccc(Cl)cc1	-20	-2	-8	8	0	-7	-13	-0.2	-7	-13	10
Cc1cc(C(=O)Nc2ccccc2N2CCOCC2)c(C)o1	-7	0	5	-3	1	-5	-1	-3.1	6	-3	8
O=c1c2ccccc2sc2ccc(C#CC3(O)CCCCC3)cc12	93*	81*	91*	7	-4	-5	85*	0.6	96*	93*	13
COC(=O)C1=C(C)NC(=O)NC1c1ccc(-c2ccccc2Cl)o1 (stereo not given)	-11	12	2	-3	-10	3	17	-2.8	2	-8	-7
Cc1csc(NC(=O)C(CC(C)C)NS(=O)(=O)c2ccc3c(c2)oc(=O)n3C)n1 (stereo not given)	-16	-8	-14	0	-6	0	-11	-0.4	-5	-33	4
Cc1ccc(C(=O)n2c(-c3ccccc3)cnc2SCC(=O)Nc2ccccc2)cc1	-12	14	-40	5	-4	-1	-19	-1.3	-14	-16	10
COc1ccc2c(c1)C=C(C(=O)OCc1cccnc1)CO2	-12	1	14	2	11	-1	-23	-4.1	-9	-12	1
O=C(NCc1cccnc1)C(=O)NCC1OCCN1S(=O)(=O)c1ccc(Cl)cc1 (stereo not given)	-2	-2	17	3	9	11	9	-1.3	0	9	8
COC(=O)Oc1nsnc1N1CCOCC1	-17	-10	18	8	7	-19	-8	-0.7	17	5	0
O=C(Nc1ccn(CCCNCCc2ccccn2)c(=O)n1)OCc1ccccc1	-8	3	13	-14	3	-6	17	-0.2	-8	2	11
NC(N)=NC(N)=Nc1ccccc1	-8	2	14	-13	5	3	-12	-0.9	-11	24	-6
N#CCC1c2ccccc2CCN1C(=O)Nc1cccc(C(F)(F)F)c1 (stereo not given)	-2	17	-6	-4	4	-5	14	-0.2	8	21	2
CCOc1ccc(NC(=O)CSc2nnc(CCNC(=O)c3ccc(OC)cc3)n2CC)cc1	-29	-11	-7	-4	2	2	9	0.7	17	-17	1
Cc1ccccc1OCC(=O)Nc1ccc2c(c1)OCO2	-61	-17	-82	-7	-5	-2	-78	1.6	-21	-42	13
COc1ccc(N(CC(=O)NCCC2=CCCCC2)S(=O)(=O)c2ccccc2)c(OC)c1	-52	4	-9	-10	-1	-2	1	-3.3	-4	8	8
CCn1ncc(C(=O)Nc2cc(C)on2)c1C	-65	1	-98	-4	-6	-3	-26	-1.3	-27	-46	25
O=C(Nc1ccc(F)cc1)c1cc(S(=O)(=O)N2CCOCC2)cs1	-27	2	13	1	-6	-5	9	-2.7	7	-17	6
CCn1c(=O)n(Cc2ccco2)c(=N)c2c3c(sc21)COC(C)(C)C3	6	-3	15	-8	-8	12	-7	1.8	-5	15	-4
NC(=O)C1CCN(S(=O)(=O)c2ccc3c(c2)OCCO3)CC1	3	1	-2	0	4	-4	-29	-0.9	10	21	-1
Cc1ccc(Cc2c(-c3ccc(F)cc3)nc3cc(C)ccn23)cc1	-65	-14	-108	14	-2	-7	-35	-1.4	-29	-58	-12
CN(Cc1cccc2ncccc12)C(=O)CC1C(=O)NCCN1Cc1ccc(F)cc1 (stereo not given)	-2	1	-6	0	-6	0	10	-3.1	2	9	6
CC(C)CN(C(=O)Cn1ccccc1=O)C1CCS(=O)(=O)C1 (stereo not given)	-3	-2	13	3	-5	8	16	-0.8	-10	21	2
Cc1c(Br)c([N+](=O)[O-])nn1CC(=O)Nc1ccc(C(N)=O)cc1	-4	1	8	-6	5	-4	0	-1.2	-1	20	6
Cc1ccc(S(=O)(=O)N2CCOC2C(Cl)(Cl)Cl)cc1 (stereo not given)	-14	-2	-16	0	-4	-2	19	-1.1	16	8	21
CCOc1ccc(N(C)c2ccc(/C=C3/SC(=S)NC3=O)cc2)cc1	4	-4	7	-3	12	7	13	-1.5	-27	-3	-2
CCOC(=O)c1ccc(-n2c(N)c(C(=O)NCc3ccco3)sc2=S)cc1	5	4	0	5	14	-5	.	-3.3	.	12	1
CN1CCN(S(=O)(=O)c2ccc(Oc3ccc(Br)cc3F)nc2)CC1	16	-2	16	-4	-8	-1	9	-0.6	13	-6	-5
O=C(COc1coc(CN2CCc3ccccc3C2)cc1=O)Nc1cccc([N+](=O)[O-])c1	-11	5	36	1	1	-6	24	2.1	5	-37	5
CCOc1ccccc1/C=C/c1onc(C)c1S(=O)(=O)N1CCC(C(=O)NC(C)C)CC1	8	6	-5	-7	-15	6	-24	-1.6	-2	4	9
O=C(COc1ccc(S(=O)(=O)N2CCCC2)cc1)Nc1ccc2c(c1)OCCO2	-1	-10	11	1	1	6	-18	-0.2	0	9	-1
Fc1ccc(F)c(C2=NNC(=NCC3CCCO3)SC2)c1 (stereo not given)	-53	-10	-24	-9	-4	-24	-39	-2.3	-28	-46	-5
CCOC(=O)N1CCN(C(=O)c2cc(C)no2)CC1	-5	9	15	-6	9	-1	10	0.1	6	-10	3
c1ccc(CSCCc2ccncc2)cc1	1	-2	-2	-1	0	0	17	2.1	9	0	2
O=C(NCCCN1CCOCC1)c1ccccc1N1C(=O)[C@@H]2Cc3c([nH]c4ccccc34)C(c3ccccc3)N2C1=O (stereo not given in full)	-2	.	5	-7	.	5	2	0.0	10	-5	2
COc1ccc(/C(CC2(O)C(=O)Nc3ccccc32)=N\O)cc1 (stereo not given)	-6	-12	4	4	-2	0	16	-1.8	-1	1	-1
CCN(Cc1ccccc1)c1ccc(/C=N/NS(=O)(=O)c2ccc(C)c([N+](=O)[O-])c2)cc1	2	-5	61	-7	-14	4	11	6.0	13	14	-4
CCCCc1c(O)nc(SCC(=O)Nc2ccc(OC)cc2)n(-c2ccc(C)c(C)c2)c1=O	-108	-8	44	-11	-10	6	-37	-0.1	-14	12	3
Fc1ccc(-c2nc3c4ccccc4ccn3c2Cc2ccsc2)cc1	-50	.	-13	4	.	-16	-19	.	3	-35	.
O=C(O)CC(NC(=O)c1ccc2c(c1)OCO2)c1cccc([N+](=O)[O-])c1 (stereo not given)	1	-7	9	-13	.	6	-12	-2.0	-6	23	13

Reformatted with values ahead of the structure: entries from further up.
| SRC1 inh | EBV LMP1 NFkB | LRH-1 inv ag | NOD2-RIPK2 inh | TLR9-MyD88 block | ABHD5-PLIN5 inh | SRC2 inh | MC4R barr agon | COUP-TFII inh | NCOA3 inh | MC4R antagonist | Compound |
| --- | --- | --- | --- | --- | --- | --- | --- | --- | --- | --- | --- |
| -20 | -2 | -8 | 8 | 0 | -7 | -13 | -0.2 | -7 | -13 | 10 | O=C(CN1CCOCC1)Nc1ccc(Cl)cc1 |
| -7 | 0 | 5 | -3 | 1 | -5 | -1 | -3.1 | 6 | -3 | 8 | Cc1cc(C(=O)Nc2ccccc2N2CCOCC2)c(C)o1 |
| 93* | 81* | 91* | 7 | -4 | -5 | 85* | 0.6 | 96* | 93* | 13 | O=c1c2ccccc2sc2ccc(C#CC3(O)CCCCC3)cc12 |

More results:
SMILES	SRC1 inh	EBV LMP1 NFkB	LRH-1 inv ag	NOD2-RIPK2 inh	TLR9-MyD88 block	ABHD5-PLIN5 inh	SRC2 inh	MC4R barr agon	COUP-TFII inh	NCOA3 inh	MC4R antagonist
CCOc1ccccc1C1NC(=O)c2ccccc2O1 (stereo not given)	-1	-4	17	-9	-3	-2	5	-1.1	12	9	-1
COc1ccc(Cn2c(CCC(=O)Nc3ccc(C)c(C)c3)nc3cccnc32)cc1	-2	10	5	17	-7	3	7	1.4	16	0	0
O=C1C2ON(c3ccccc3)C(c3ccccc3F)C2C(=O)N1c1ccccc1 (stereo not given)	-5	4	4	5	-7	-1	8	1.8	7	5	19
CCOc1ccc(S(=O)(=O)N2CCOCC2)cc1NC(=O)CSCC(=O)Nc1cccc(C)c1	8	-1	20	-4	1	-9	-1	-4.5	0	3	4
Cc1cc(N2CCN(c3ccccc3)CC2)nc(N2CCOCC2)n1	-17	-22	-7	-5	5	-4	-13	-2.2	11	-23	5

These rows are one share of the data (hit frequency here may not be typical).
